Screening results as filed in PubChem BioAssay.
SUMO Mot1 rescue: blocks SUMOylation pathway, rescuing yeast Mot1-301 growth; S. cerevisiae Mot1-301 growth rescue, ATP luminescence, 38.5C; percent above DMSO median, 100 means doubled; growth rescue, % at 18.8 µM; 320,000 compounds, 1% hits;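 active means every valid replicate shows activation above 250% relative to neutral control wells; inactive means the rest, any valid replicate at or below 250%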;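 further: OY570 slx delta 5 strain wells were the positive control but not used for scaling; some compounds called inactive have numbers as strong as hits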
phage Ecoli inh: E. coli growth loss with phage present. 360,000 compounds, 0.26% hits. AID 651602. growth absorbance. inhibition, % at 11.9 µM; in the data active means inhibition above about 11%
MOR-DOR ag: OPRM1-OPRD1 heterodimerization agonism; P35372+P41143; cells, luminescence; activation, % at 9.3 µM; 340,000 compounds, 0.3% hits; AID 504326; in the data active means activation above about 18%;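 further: 0% = vehicle-treated cells and 100% = reference agonist; values of inactives mirror those of a sister screen read the other way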
Target sequence (P35372 whole entry, looked up): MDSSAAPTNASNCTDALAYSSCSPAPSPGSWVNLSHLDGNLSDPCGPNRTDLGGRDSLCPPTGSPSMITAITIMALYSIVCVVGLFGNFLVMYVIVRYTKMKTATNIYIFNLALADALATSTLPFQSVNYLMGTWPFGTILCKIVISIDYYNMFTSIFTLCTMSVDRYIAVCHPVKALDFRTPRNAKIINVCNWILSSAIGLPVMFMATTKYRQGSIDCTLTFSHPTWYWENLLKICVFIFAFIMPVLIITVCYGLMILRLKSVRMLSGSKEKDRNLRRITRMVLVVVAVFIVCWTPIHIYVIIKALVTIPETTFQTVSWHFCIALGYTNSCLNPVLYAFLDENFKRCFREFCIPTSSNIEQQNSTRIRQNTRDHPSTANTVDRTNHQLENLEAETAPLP
Target sequence (P41143 whole entry, looked up): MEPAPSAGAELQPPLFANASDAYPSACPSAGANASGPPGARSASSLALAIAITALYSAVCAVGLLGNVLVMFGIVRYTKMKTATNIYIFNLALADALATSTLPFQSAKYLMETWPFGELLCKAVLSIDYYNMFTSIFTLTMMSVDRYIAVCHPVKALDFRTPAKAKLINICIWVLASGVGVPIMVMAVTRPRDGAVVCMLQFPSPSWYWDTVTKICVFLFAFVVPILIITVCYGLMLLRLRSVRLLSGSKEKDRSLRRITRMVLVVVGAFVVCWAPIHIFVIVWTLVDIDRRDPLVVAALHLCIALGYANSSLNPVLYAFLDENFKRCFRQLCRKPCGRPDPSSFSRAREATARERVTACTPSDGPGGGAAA
Tat transport: blocks Tat-dependent protein export in E. coli | inhibition, % at 10 µM | 340,000 compounds, 0.036% hits | E. coli MC4100 TorA-mCherry Tat export, fluorescence;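 active means mean replicate inhibition at least 50% and at least half of replicates individually reaching 50%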;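 further: exported cargo escapes ClpAP degradation while cytoplasmic cargo is degraded and loses fluorescence; 0% = median of neutral control wells and 100% = median of NaSCN control wells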
PKA-R2B act: activates the human PKA-R2B holoenzyme complex; P22694+P31323; PKA-R2B holoenzyme dissociation, Cy5-IP20 fluorescence polarization; R2B truncated from residue 108, S112A mutant; 0% DMSO only, 100% 113 µM cGMP; activation, % at 11.4 µM; 340,000 compounds, 0.079% hits; AID 504700;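 active means activation above a cutoff set at the mean over all compounds plus 3 SD, cut at about 18% in these data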;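 further: higher means more holoenzyme dissociation and a rise in polarization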
AddAB inh: less growth of phage-infected E. coli with AddAB; 330,000 compounds, 0.29% hits; inhibition, % at 11.9 µM; AID 435030; E. coli expressing H. pylori AddAB, absorbance growth; in the data active means inhibition above about 12%;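 further: 0% = vehicle wells of infected cells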
HTR5A inv ag: counter-screen for OPRM1-OPRD1 inverse agonists: human HTR5A inverse agonism. P47898. HTR5A cell line, luminescence. inhibition, % at 9.3 µM. 340,000 compounds, 0.083% hits. AID 504634; in the data active means inhibition mostly above about 23%, no sharp cut-off; inactive means mostly below about 18%;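 further: 0% = cells with DMSO and 100% = no-cell wells with DMSO; some compounds called inactive have numbers as strong as hits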
PfHsp90 yeast 2: growth inhibition of yeast expressing Plasmodium Hsp90. 310,000 compounds, 0.32% hits. inhibition, % at 9.4 µM. S. cerevisiae expressing PfHsp90, BacTiter-Glo ATP, 48 h; yeast lacking PDR1 and PDR3 efflux regulators;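 active means every replicate shows inhibition above about 80%, whatever the replicate mean, limit read from the data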;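 further: 0% = DMSO neutral controls and 100% = 20 µM radicicol positive controls; yeast relying on Plasmodium falciparum Hsp90 in place of its own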
PKA-R1A activ: activators of PKA-R1A complex; activation, % at 11.4 µM; P00514+P68181; 340,000 compounds, 0.083% hits; PKA-R1A dissociation, Cy5-IP20 fluorescence polarization; scaled: DMSO 0%, 113 µM cGMP 100%;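 active means percent activation above the mean of all tested compounds plus 3 SD, cut at about 19% in these data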;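 further: higher means more PKAc released from R1A so a rise in polarization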
MOR-DOR inv ag: inverse agonists of human mu-delta opioid receptor heterodimerization; cell-based MOR-DOR heterodimer luminescence, inverse agonism; AID 504357; P35372+P41143; inhibition, % at 9.3 µM; 340,000 compounds, 0.21% hits; in the data active means inhibition above about 22%, passing the limit was not always enough;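 further: 0% = cells with DMSO and 100% = wells without cells with DMSO; values of inactives mirror those of a sister screen read the other way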
Ecoli viability: reduces bacterial viability in AddAB counter-screen; E. coli V3065 growth, OD600 absorbance, 18 h; inhibition, % at 11.9 µM; 330,000 compounds, 0.27% hits;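 active means inhibition above the campaign's mean inhibition across all tested compounds plus 3 SD, cut at about 9.9% in these data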;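 further: uninfected addAB+ strain grown without phage in ampicillin broth; 0% = DMSO wells and 100% = ciprofloxacin 0.95 µg/ml wells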
Active calls of the source: *; i = inactive; · = no result given.

SMILES	SUMO Mot1 rescue	phage Ecoli inh	MOR-DOR ag	Tat transport	PKA-R2B act	AddAB inh	HTR5A inv ag	PfHsp90 yeast 2	PKA-R1A activ	MOR-DOR inv ag	Ecoli viability
Cn1c(CSc2ncccn2)nnc1SCC(=O)N1CCCc2ccccc21	-4.6	1.6	-0.7	-1.8	8.0	0.8	-27.2	5.5	-4.6	3.4	0.8
Cn1nnnc1SCC(=O)Nc1ccc(S(=O)(=O)N2CCOCC2)cc1	1.8	1.9	-2.3	-11.1	-4.5	0.7	8.6	-2.9	1.5	11.9	1.7
CCCCCN(C(=O)CCC(=O)OC(C)C(=O)c1ccccc1)c1c(N)n(CCCC)c(=O)[nH]c1=O (stereo not drawn)	-9.5	-0.7	-1.3	0.4	-6.2	1.2	-9.7	-35.1	-2.8	8.5	0.9
COc1ccc2nc(SCC(=O)Nc3cc(C)on3)[nH]c2c1	16.4	4.5	-1.6	11.5	4.7	1.7	19.3	21.1	13.4	8.4	1.8
CCCCNC(=O)COC(=O)c1ccccc1F	-3.9	-0.6	-2.3	-2.4	3.2	-0.2	-18.5	35.8	-1.5	11.7	-2.1
Cc1[nH]nc2c1C1(CCN(C(=O)OCc3ccccc3)CC1)C(C#N)=C(N)O2	119.5	1.3	-2.1	-6.4	-4.3	-0.1	-8.4	-6.1	-0.9	11.2	-1.8
COc1ccc(N(C(=O)c2cnccn2)C(C(=O)NC2CCCCC2)c2cc(OC)c(OC)c(OC)c2)cc1 (stereo not drawn)	8.0	3.1	0.0	-3.1	-2.9	0.1	6.2	15.7	-2.7	-0.1	-1.9
OCC1(Cc2cccc(F)c2)CCN(Cc2cccc3nccnc23)CC1	3.7	-0.7	0.1	-10.1	-1.6	-2.8	-7.9	-9.2	4.0	-0.7	-2.5
O=C(CN1CCN(Cc2ccccc2F)C1=O)NC1CCCC1	10.3	1.2	-3.4	5.3	-1.3	-0.5	11.4	6.2	-1.2	17.5	0.3
Cc1ccc(OCC(=O)NC2CCCc3ccccc32)c(C)c1 (stereo not drawn)	-7.2	1.8	5.7	12.0	2.5	-0.2	-4.8	-28.9	4.3	-38.9	0.9
CC(=O)c1ccc(NC(=O)/C(=C\c2ccco2)NC(=O)c2ccco2)cc1	135.0	1.5	-1.9	6.1	0.1	5.3	11.2	14.4	3.2	9.9	3.0
CCOc1ccc(NC(=O)CN(C)C(=O)c2csc3c2CCCC3)cc1OCC	-19.7	0.8	-2.6	0.3	-2.6	0.7	-3.9	6.6	11.9	10.5	-2.6
NCC(=O)NNC(=O)OCC1c2ccccc2-c2ccccc21	-21.6	0.2	-1.6	-1.9	7.8	3.5	-4.3	5.2	-1.0	8.0	-1.0
Cc1cc(C)cc(N=C(NO)c2cccc([N+](=O)[O-])c2)c1	-1.2	4.8	4.0	0.0	-0.9	3.0	16.9	5.1	-3.0	-16.9	1.5
CC(C)CC(=O)N1CCN(Cc2cccc(Cl)c2)CC1	i	1.9	-1.4	-6.4	-0.6	1.7	17.6	1.5	3.6	6.8	-1.2

Reprinted from the results shown, 2 compounds:
SMILES	SUMO Mot1 rescue	phage Ecoli inh	MOR-DOR ag	Tat transport	PKA-R2B act	AddAB inh	HTR5A inv ag	PfHsp90 yeast 2	PKA-R1A activ	MOR-DOR inv ag	Ecoli viability
OCC1(Cc2cccc(F)c2)CCN(Cc2cccc3nccnc23)CC1	3.7	-0.7	0.1	-10.1	-1.6	-2.8	-7.9	-9.2	4.0	-0.7	-2.5
O=C(CN1CCN(Cc2ccccc2F)C1=O)NC1CCCC1	10.3	1.2	-3.4	5.3	-1.3	-0.5	11.4	6.2	-1.2	17.5	0.3

(continued)
SMILES	SUMO Mot1 rescue	phage Ecoli inh	MOR-DOR ag	Tat transport	PKA-R2B act	AddAB inh	HTR5A inv ag	PfHsp90 yeast 2	PKA-R1A activ	MOR-DOR inv ag	Ecoli viability
CCN(CC)c1ccc(C(=O)OCC(=O)c2ccco2)cc1	-12.1	2.2	-1.4	6.1	10.1	3.2	-19.3	-1.3	-2.4	8.2	1.2
CNc1cc(CSC)nc(SCc2ccc(Cl)cc2Cl)n1	91.6	1.7	3.8	3.5	-7.5	5.2	11.6	-14.8	1.4	-23.5	-0.5
CCN1CCN(C(=O)NC(c2ccc(C)c(F)c2)C(Cl)Cl)CC1 (stereo not drawn)	-10.6	3.0	-1.5	-0.7	5.7	2.6	-7.2	13.7	-5.2	10.0	0.4
Cc1ccc(-c2cc(C(=O)N/N=C/C=C/c3ccccc3)n[nH]2)o1	-8.0	3.8	4.6	-8.7	-7.1	-0.4	-5.9	3.7	-10.8	-30.0	1.1
Cc1ccc(NC(=O)CN2C(=O)N/C(=C/c3cc(C)n(-c4ccc(C(=O)O)cc4)c3C)C2=O)cc1	·	1.5	-0.7	-2.3	2.9	·	-2.7	-25.8	0.1	3.7	·
O=C1/C(=C/c2ccc(F)c(F)c2)CSc2sccc21	7.9	2.7	2.8	-8.6	3.0	4.3	-6.6	8.3	-9.8	-11.7	0.4
CCOc1ccc(N(C)S(=O)(=O)c2ccc(C)c(C(=O)OCC(=O)c3c[nH]c4ccccc34)c2)cc1	2.3	4.6	3.8	4.5	-19.5	1.8	-1.2	9.0	-5.6	-27.5	-2.1
COc1ccc(C2=NN(C(=O)c3ccccc3)C(c3ccc(OC)c(OC)c3)C2)c(O)c1 (stereo not drawn)	·	3.2	-3.2	-2.3	-11.1	·	-0.1	-6.1	-10.9	15.5	·
Cc1cc(NS(=O)(=O)c2ccc(NC(=O)C(c3ccccc3)c3ccccc3)cc2)no1	-12.9	2.8	-2.1	2.1	-1.3	2.3	9.3	2.2	-5.5	10.9	0.2
CCOC(=O)c1c(NC(=O)CCl)sc(CN(C)C)c1-c1ccccc1	-3.0	1.4	0.9	3.9	-5.7	1.2	7.7	3.6	-1.9	-4.4	-1.5
O=C(Nc1nnc(C23CC4CC(CC(C4)C2)C3)s1)c1ccc(N2C(=O)CCC2=O)cc1	6.3	2.5	-1.2	0.8	2.6	-1.9	-16.1	1.1	12.5	7.0	-1.8
OCC1(Cc2ccccc2)CCN(Cc2cnn(-c3ccccc3F)c2)CC1	176.8	-4.9	2.5	-5.9	6.3	-1.4	32.3	11.5	2.7	-12.2	-1.1
CC1N(C(=O)N(C)C)CCN1S(=O)(=O)c1ccccc1 (stereo not drawn)	-0.1	0.8	-0.4	-1.1	6.7	0.7	8.1	33.8	0.7	2.9	-0.8
[O-]/C(=C(\C(=S)Nc1ccccc1F)[n+]1ccccc1)c1ccc(-c2ccccc2)cc1	7.3	-3.2	0.0	-9.0	0.0	0.5	0.1	-22.0	3.6	0.0	-3.0
Cc1ccn(-c2ccc(NC(=O)c3cccs3)cc2)n1	69.5	3.5	-3.2	1.3	4.4	4.0	-13.8	58.7	-0.9	17.1	2.5
Cc1noc(C)c1S(=O)(=O)N1CCC(C(=O)N2CCN(c3ccccc3Cl)CC2)CC1	203.1	1.3	-0.5	5.3	-3.9	3.8	-19.4	2.4	0.7	2.9	-0.9
CC(=O)c1ccc(N2CCN(C3CCC(C(C)(C)C)CC3)CC2)cc1 (stereo not drawn)	256.2*	-2.0	4.5	-9.4	-16.6	1.2	3.7	-3.0	0.6	-22.4	1.5
Cc1ccccc1NC(=O)/C(C#N)=C/c1ccc(-c2ccc(Cl)c(C(=O)O)c2)o1	11.3	2.1	-3.8	-3.7	-0.3	-2.1	7.2	-21.5	-9.3	18.8	-1.0
COc1cc(/C=N/n2c(-c3ccccc3)n[nH]c2=S)cc(OC)c1O	6.1	0.0	0.9	5.1	1.2	-0.8	5.6	-20.1	7.5	-4.7	-2.1
CC(Sc1ncccn1)C(=O)Nc1ccc2c(c1)OCCO2 (stereo not drawn)	·	1.9	-1.2	-10.8	7.5	·	-12.6	·	-3.5	6.1	·
CCOc1cc2c3c(c1)C(C)CC(C)(C)N3C(=O)C2=O (stereo not drawn)	19.6	0.9	0.7	-1.1	-3.9	2.0	-20.5	-7.4	-10.0	-3.9	0.8
CCc1nccn1S(=O)(=O)c1ccc(Br)cc1Br	5.8	0.2	-2.2	3.4	-5.4	1.2	1.1	-22.7	-10.1	9.3	0.5
Cn1cc(C(=O)NCc2ccccc2F)cn1	1.5	2.0	-2.1	2.0	1.2	-1.0	2.5	-14.8	0.8	11.3	-1.8
CCCOc1ccc(NC(=O)Cc2ccc(S(=O)(=O)N3CCOCC3)s2)cc1OCCC	2.2	-1.0	0.6	5.4	-6.3	-1.2	2.1	3.0	-9.6	-3.6	-2.8
CCOC(=O)c1cc2c(nc1N)CC(C)(CC)OC2 (stereo not drawn)	-8.7	3.8	-1.9	7.3	1.8	4.4	-15.8	30.5	8.9	8.0	1.6
Cc1ccc2[nH]c(C(=O)O)c(NC(=O)CN3CCN(c4cccc(C)c4C)CC3)c2c1	-3.3	2.1	-2.8	7.4	-15.6	1.6	6.5	22.4	-1.2	11.5	-1.3
O=S(=O)(c1ccc(Br)cc1)N1CCC2(CC1)OCCO2	84.2	2.6	-1.3	-0.3	-7.2	-2.4	-8.1	10.1	5.4	6.8	0.8
CCCCn1c(N)c(N(CCOC)C(=O)COC(=O)c2cc(CC)c(C)s2)c(=O)[nH]c1=O	370.5	3.8	3.5	3.4	1.8	1.5	9.5	-23.5	-5.4	-22.3	-1.4
COCCN(C(=O)C1=COCCO1)c1c(N)n(Cc2ccccc2)c(=O)[nH]c1=O	-6.5	0.0	-0.8	6.4	-3.6	0.8	-18.1	-10.4	-4.2	3.2	0.8
C=CCn1c(C#N)c(N)sc1=N	0.8	2.1	-0.2	0.7	3.8	2.7	5.2	3.7	-2.6	1.3	0.0
N#CCCN(C(=O)COC(=O)CCc1nc2ccccc2c(=O)[nH]1)c1ccccc1F	5.8	0.8	-2.5	-5.0	-0.7	1.7	6.9	15.3	-13.1	13.2	0.9
Cc1ccc(S(=O)(=O)n2ccc3cccnc32)cc1	41.7	2.8	-1.5	7.1	0.1	0.3	-22.6	10.6	-0.6	9.1	1.5
C[C@H](NC(=O)c1nc[nH]c1C(=O)N1CCN(C(=O)OC(C)(C)C)CC1)c1ccccc1	2.5	1.9	-2.0	16.1	2.5	2.0	2.6	·	12.7	11.2	1.2
CCOCCCn1c(=S)[nH]c2cc3c(cc2c1=O)OCO3	-3.7	3.0	-3.4	1.6	9.0	1.5	8.5	28.5	-11.0	17.2	-2.8
CCC(=O)Nc1sc2c(c1C#N)CC(C)(C)NC2(C)C	-7.6	2.8	-0.1	-11.8	3.2	5.6	-7.7	-71.7	4.0	0.9	0.2
COCCn1c(SCCN2CCCCC2)nc2ccccc2c1=O	-12.4	-0.5	-3.1	0.3	-5.2	-0.2	-21.1	-141.5	-1.4	15.5	3.5
Cc1nc2c(-c3ccc(F)cc3)c(C)nn2c(C)c1CCC(=O)N1CCN(c2ccc(F)cc2)CC1	3.4	1.3	3.8	3.8	-2.4	-0.1	-8.3	18.2	3.7	-22.3	-1.0
O=S(=O)(c1ccc(Cl)cc1)N1CCN(Cc2cccnc2)CC1	-17.3	2.6	-2.3	-2.3	-4.1	4.1	-14.6	7.4	-6.6	17.2	-0.8
O=C1NC[C@H](Cc2ccc(O)cc2)N(CCc2cccc3ccccc23)C1=O	-7.4	0.9	-1.4	-11.1	-10.6	1.9	-2.8	-9.9	-5.9	7.5	1.9
